Bioassay records (PubChem BioAssay)
MITF inh – blocks human microphthalmia-associated transcription factor | AlphaScreen MITF homodimerization, bead proximity signal | actives 0.91% (n = 650,000) | inhibition, % at 2.6 µM; in the data active = inhibition above about 50%;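 also: 0% = vehicle wells with protein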
FBW7 act – activators of human E3 ligase FBW7. Q969H0. AlphaScreen FBW7–phospho-cyclin E peptide binding, activator screen. normalized activity (activation), % at 26.1 µM. actives 0.13% (n = 650,000); in the data active = normalized activity above about 1.9%;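 also: purified mutant Fbw7 with reduced substrate affinity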
Target sequence (Q969H0 whole entry, looked up): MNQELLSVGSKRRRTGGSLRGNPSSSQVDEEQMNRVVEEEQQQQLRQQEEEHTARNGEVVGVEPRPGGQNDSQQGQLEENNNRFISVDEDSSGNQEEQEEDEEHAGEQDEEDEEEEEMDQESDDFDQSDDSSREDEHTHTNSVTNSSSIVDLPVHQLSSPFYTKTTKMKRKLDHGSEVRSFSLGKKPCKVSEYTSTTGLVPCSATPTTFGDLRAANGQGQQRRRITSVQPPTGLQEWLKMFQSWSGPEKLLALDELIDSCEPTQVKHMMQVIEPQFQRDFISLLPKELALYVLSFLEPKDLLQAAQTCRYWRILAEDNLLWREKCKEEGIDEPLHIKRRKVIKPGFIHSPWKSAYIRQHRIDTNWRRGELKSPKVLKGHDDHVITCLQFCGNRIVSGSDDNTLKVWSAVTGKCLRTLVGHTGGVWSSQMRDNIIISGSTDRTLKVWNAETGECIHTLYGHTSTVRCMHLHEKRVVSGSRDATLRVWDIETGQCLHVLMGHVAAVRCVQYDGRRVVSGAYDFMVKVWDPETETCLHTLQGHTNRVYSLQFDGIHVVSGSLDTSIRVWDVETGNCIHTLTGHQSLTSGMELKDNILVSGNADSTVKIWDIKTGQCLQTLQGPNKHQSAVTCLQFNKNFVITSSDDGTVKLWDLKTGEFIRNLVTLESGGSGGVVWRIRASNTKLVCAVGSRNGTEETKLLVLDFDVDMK
GPR151 ag – human GPR151 activation; actives 1% (n = 650,000); PathHunter beta-arrestin GPR151 cells, luminescence; activation, % at 11.2 µM; in the data active = activation above about 4.9%;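 also: 0% = median of compound wells and 100% = cells with positive control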
TEAD-YAP inh – TEAD-YAP interaction inhibition. inhibition, % at 9.12 µM. actives 1.4% (n = 640,000). HEK-TIYL cells, TEAD-Gal4/YAP UAS-luciferase luminescence; in the data active = inhibition above about 32%;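 also: 0% = median of test compound wells and 100% = reference inhibitor wells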
The depositor's hits bear a star; . = no result given.

Below each compound – MITF inh, GPR151 ag, TEAD-YAP inh, FBW7 act
1) COc1ccc(NCc2nn3c(C(=S)Nc4cccc(C)c4)c(-c4ccc(Cl)cc4)c4c3n2CCCC4)cc1
→ 11, -0.1, 2, 0.1
2) Cc1cccc(CNc2ncnc3sc(C(=O)N4CCOCC4)c(C)c23)n1
→ -2, 1.7, -2, 0.0
3) Cc1c(C(=O)NCc2ccc(Cl)cc2)sc2ncn(Cc3ccccc3F)c(=O)c12
→ 16, -0.5, 3, 0.4
4) CC1(C(=O)C[n+]2cccc(C(N)=O)c2)CCC(=O)O1 (stereo not given)
→ 20, -1.2, 6, 0.6
5) Cc1cccc(C)c1Nc1nc(OCC(F)(F)F)nc(OCC(F)(F)F)n1
→ 0, 0.9, -3, 0.1
6) CCCOc1cccc(C(=O)Nc2ccc3oc(-c4cc(Br)ccc4Cl)nc3c2)c1
→ -7, 0.3, 0, 0.0
7) CSc1cccc(NS(=O)(=O)c2ccc3ccccc3c2)c1
→ -1, -0.8, 3, 0.1
8) CCOc1ccccc1/C=N/Nc1oc(C(C)C)nc1C#N
→ -5, -0.1, -7, -0.1
9) Cc1ccc(C(=O)N=Nc2c(O)n(C)c3ccccc23)cn1
→ 7, 1.1, -14, -0.1
10) O=S(=O)(Cc1ccccc1)N1CCN(c2ccc(-c3cccs3)nn2)CC1
→ -12, -0.8, -5, 0.0
11) CN(CC(=O)Nc1ccc(F)c(F)c1F)C(=O)C1CCCCC1
→ 6, -0.7, -4, -0.1
12) CCOc1cc(C2C(C(=O)OCc3ccc(OC)cc3)=C(C)NC3=C2C(=O)CCC3)ccc1O (stereo not given)
→ 11, -0.5, 7, -0.1
13) O=Cc1sc(=O)n(-c2ccccc2)c1Cl
→ 12, -1.4, -6, 0.3
14) O=C(CSc1nc2ccccc2o1)c1ccccn1
→ -4, -3.2, -9, -1.0
15) COc1ccccc1C(=O)n1nc(-c2ccco2)nc1NCc1ccccc1
→ 8, -1.4, -27, 0.4
16) COc1ccc(CCNC(=O)CCCCCn2c(SCC(=O)Nc3cc(C)on3)nc3ccsc3c2=O)cc1OC
→ 8, 2.4, -4, 0.1
17) O=C(O)CCCC(=O)N1CCc2cc(S(=O)(=O)N3CCc4ccccc43)ccc21
→ -10, 0.6, -13, -0.2
18) CCC(=O)Nc1c(C)n(C)n(-c2ccccc2)c1=O
→ 5, 1.3, 6, -0.1
19) CCN(CC(=O)Nc1ccc(C(N)=O)cc1)C1CCCCC1
→ 5, 0.1, -8, 0.6
20) CN(C)c1ccc(NC(=O)C23CC4CC(C2)CC(n2cnc(Cl)n2)(C4)C3)cc1
→ 10, 0.5, -3, -0.1
21) Fc1ccccc1Nc1nc(NCc2ccco2)c2ccccc2n1
→ -1, 1.5, -13, -0.2
22) Cc1ccc(NC(=O)CN(C)S(=O)(=O)c2ccc(F)cc2F)cc1
→ -8, -0.4, 0, 0.1
23) O=C(/C=C/c1ccc(Cl)cc1)NC(=S)NCc1cccnc1
→ 7, 0.8, 7, 0.8
24) CCCCOc1ccc(CSc2n[nH]c(C)n2)cc1[N+](=O)[O-]
→ 5, 0.2, 9, 1.2
25) CC(=O)c1cc(C(=O)N2CCc3c(cnc(C)c3CNC(=O)c3cncs3)C2)cs1
→ 1, 0.4, -2, -0.2
26) CCC(C)c1cc(S(=O)(=O)NCc2ccccc2)ccc1OC (stereo not given)
→ -1, 0.1, 2, 0.2
27) CC(C)CN1CCN2C(=O)[C@H](CCCCN)NC(=O)[C@H]2C1
→ -5, -0.6, 0, -0.1
28) CC(C)c1ccc(C(C)(C)CC(=O)O)cc1
→ -18, -0.3, 2, -0.1
29) Cc1cccc(NS(=O)(=O)c2ccc3[nH]c(=O)[nH]c3c2)c1C
→ -6, 0.5, -13, 0.2
30) C=C(C)c1cccc(C(C)(C)NC(=O)Nc2cc(C)ccn2)c1
→ 15, 2.6, -12, 0.0
31) CCC(C)c1ccccc1NC(=O)N(C)C (stereo not given)
→ -14, -0.3, 4, 0.1
32) Cc1ccc(C(=O)NC(=S)N2CCCC2)cc1
→ -5, 0.9, -7, -0.1
33) CCN(Cc1ccccc1)Cc1cc(OC)c(OC)cc1OC
→ 1, 0.1, 12, -0.1
34) O=[N+]([O-])c1ccc(OCC(O)CNc2ccccc2)cc1 (stereo not given)
→ 12, -1.3, 9, -0.2
35) Cc1nc2cc(C(=O)N3CCOCC3)ccc2n1-c1ccc(F)cc1F
→ -4, 0.2, -19, -0.1
36) CCCOc1ccc(C(=O)NC(=S)Nc2sc3c(c2C#N)CCCCCC3)cc1
→ 13, -0.5, 0, -0.1
37) COC(=O)c1ccc(Cn2c(Cl)nc3c2c(=O)n(C)c(=O)n3C)o1
→ 5, 1.4, -8, 0.2
38) CCn1nnc(NC(=O)COc2ccccc2Cl)n1
→ 1, 0.6, 4, 0.1
39) COc1ccc(NC(=O)CN(Cc2ccccc2)S(=O)(=O)c2ccccc2)c(OC)c1
→ 16, -1.8, -2, 0.8
40) CCOc1ccc(C(=O)Nc2cccc(-c3nc4ccccc4s3)c2C)cc1Cl
→ -3, 1.0, 1, -0.1

Part of the list above, reduced to FBW7 act, GPR151 ag and MITF inh:
No. | mol | FBW7 act | GPR151 ag | MITF inh
29 | Cc1cccc(NS(=O)(=O)c2ccc3[nH]c(=O)[nH]c3c2)c1C | 0.2 | 0.5 | -6
30 | C=C(C)c1cccc(C(C)(C)NC(=O)Nc2cc(C)ccn2)c1 | 0.0 | 2.6 | 15
31 | CCC(C)c1ccccc1NC(=O)N(C)C (stereo not given) | 0.1 | -0.3 | -14
24 | CCCCOc1ccc(CSc2n[nH]c(C)n2)cc1[N+](=O)[O-] | 1.2 | 0.2 | 5

(cont.)
Below each compound – MITF inh, GPR151 ag, TEAD-YAP inh, FBW7 act
41) Cc1ccn2cc(-c3ccc(Cl)cc3)cc2c1
→ 12, 0.5, -25, 0.9
42) COCCN1C(=O)c2ccc(C(=O)OC(C)C(=O)c3ccc(Cl)cc3)cc2C1=O (stereo not given)
→ 11, 1.5, 7, 0.0
43) COc1ccc(C2C(C(=O)N3CCN(c4cccc(Cl)c4)CC3)c3ccccc3C(=O)N2C)cc1 (stereo not given)
→ -10, 0.8, 12, -0.1
44) Cc1ccc(C)c(S(=O)(=O)c2c(C)cc(C)[nH]c2=O)c1
→ 5, 0.5, -4, -0.1
45) CCOC(=O)CCn1cc(Br)c(=O)[nH]c1=O
→ 10, 0.7, 3, 0.0
46) COC(=O)c1ccc(C2C(C(=O)Nc3ccccc3C)=C(C)Nc3ncnn32)cc1 (stereo not given)
→ -11, 0.0, -1, 0.1
47) CC(C)CC1CC(C)(c2csc(Nc3ccccc3Cl)n2)OC1=O (stereo not given)
→ 27, -0.4, 6, 0.6
48) O=C1/C(=C/c2c[nH]c3ccccc23)CC/C1=C\c1c[nH]c2ccccc12
→ 18, 0.7, 0, 0.0
49) CCCCC1=CC2=CC(=O)C(C)(OC(=O)c3cnc4ccccc4n3)C(=O)C2=CO1 (stereo not given)
→ -3, -1.7, ., -0.1
50) Cc1c(N(C)S(=O)(=O)c2ccc(Oc3ccc(Br)cc3)cc2)c(=O)n(-c2ccccc2)n1C
→ 12, 2.7, 7, 0.0
51) O=C(NCC1CCCO1)C1CCN(S(=O)(=O)c2cnc[nH]2)CC1 (stereo not given)
→ 12, 0.9, 6, 0.1
52) Cc1ccc(C)n1-c1ccc(OC(=O)c2ccccc2Cl)cc1
→ 1, -1.6, -3, -0.1
53) Cc1[nH]n(-c2ccc([N+](=O)[O-])cc2)c(=O)c1C=NCC1CCNCC1
→ 9, -2.4, 5, 0.1
54) CCNc1nc(-c2ccc(C)c(C)c2)cs1
→ -5, 1.7, -36, -0.4
55) COC(=O)CN(C)C(=O)CC1C(=O)NCCN1Cc1ccc(OC)c(OC)c1 (stereo not given)
→ -13, -0.6, -6, -0.2
56) CC(O)C(NCCC(=O)c1ccc(Br)cc1)C(=O)O (stereo not given)
→ -8, -1.4, -9, 0.2
57) NC1=NC(=O)/C(=C/c2ccsc2)S1
→ 4, -0.3, 11, 0.9
58) O=C(CC1SC(=Nc2ccccc2)N(c2ccccc2)C1=O)Nc1ccc(F)cc1 (stereo not given)
→ -7, 0.8, 10, 0.5
59) CCCNc1c2c(nc3ccccc13)CC(C)(C)CC2=O
→ 48, -1.6, 8, 0.3
60) COc1ccc(Nc2ncc(Br)cn2)cc1
→ 8, -2.5, -63, 0.8
61) Cc1cc(N2CCCc3ccccc32)n2ncnc2n1
→ 1, -0.7, 2, -0.1
62) CCOCCOC(=O)C1=C(C)NC2=C(C(=O)CCC2)C1c1ccc(OCC)c(OC)c1 (stereo not given)
→ -9, 0.2, -3, -0.2
63) COc1ccc(-c2nnc3ccc(SCC(=O)N4CCc5ccccc54)nn23)cc1OC
→ -2, 4.3, -6, -0.1
64) CC(C)(C)C(=O)Oc1ccc(Br)cc1
→ 19, 0.8, -7, 0.0
65) Cc1ccc2c(c1)nnn2C1CCN(C(=O)NC23CC4CC(CC(C4)C2)C3)CC1
→ 23, 1.5, -4, 0.0
66) COc1ccc(-c2csc(=Nc3cccc(C(F)(F)F)c3)n2Cc2ccc3c(c2)OCO3)cc1F
→ 3, 0.8, 16, -0.1
67) Cc1ccc(C)c(NC(=O)c2cc(S(=O)(=O)NCc3ccc(F)cc3)ccc2F)c1
→ 18, 0.2, 8, 0.3
68) COc1ccccc1NC(=S)NC(=O)c1ccc(Br)o1
→ -2, -0.9, -28, -0.1
69) COC(=O)/C(C#N)=C\c1cc(Br)ccc1OC
→ 26, -0.9, 11, 0.6
70) CCCCCCn1c(/C=C/c2ccccc2)nc2ccccc21
→ -9, 0.6, -51, 1.1
71) CN(CC(O)Cn1c2ccccc2c2ccccc21)S(=O)(=O)c1ccc(Cl)cc1 (stereo not given)
→ -3, 3.1, -2, -0.1
72) COc1ccccc1NC(=O)/C=C/C(N)=O
→ 0, 0.6, -4, -0.1
73) CCN1CCCC1Cn1cnc2c(-c3ccc(OC)cc3)nsc2c1=O (stereo not given)
→ -5, 1.3, -6, 0.0
74) O=C(O)c1ccc(NC(=O)c2cccc3c(Br)cccc23)cc1
→ 10, 0.4, -6, 0.1
75) CC(=O)N1CCN(C(=O)C2CCCc3sc(NC(=O)c4ccc(Cl)cc4)nc32)CC1 (stereo not given)
→ 15, -1.0, 2, 0.8
76) Cc1c(C=O)c(C(=O)O)c(C)n1Cc1ccccc1
→ -2, -0.9, -2, 0.4
77) O=C1c2ccccc2C(=O)N1CCCCN(C(=O)c1ccccc1F)c1ccc(Cl)cc1
→ 10, -0.6, 10, 0.0
78) CCc1cc(=O)oc2c(OC(C)=O)c(OC(C)=O)ccc12
→ 4, -0.6, 5, -0.5
79) CC(C)CC(C(=O)NC1CCCCC1C)N1C(=O)c2ccccc2C1=O (stereo not given)
→ 2, -0.8, -4, 0.8
80) O=S(=O)(Nc1ccc(-c2cn3ccsc3n2)cc1)c1ccc(Cl)s1
→ 1, 2.7, -10, 0.1
81) O=C(c1cc(S(=O)(=O)N2CCCCC2)c[nH]1)N1CC=C(c2ccccc2)CC1
→ 16, 0.0, 5, 0.2
82) C#CC1(NS(=O)(=O)c2ccccc2)CCCCC1
→ 2, 1.2, -5, 0.3
83) Cc1c(NC(=O)OCCNC(=O)COc2c(Cl)cccc2Cl)sc(=S)n1C
→ 0, -0.9, 0, 0.0
84) O=C(Nc1ccccn1)c1ccc(Cl)cc1Cl
→ -6, -1.3, -35, 1.4
85) COc1ccc(Cl)cc1C(=O)Nc1nccs1
→ 8, -1.2, -9, 0.8
86) O=C1CSC(c2ccccc2Br)N1c1cc(Cl)cc(Cl)c1 (stereo not given)
→ 2, -0.3, 1, 0.0
87) CSc1ccccc1C(=O)NCC1Cc2cccc(-c3nc(C)cnc3C)c2O1 (stereo not given)
→ 23, -1.3, 6, 1.1
88) CC(C)CNc1nnnc2c1sc1nc(N3CCOCC3)c3c(c12)CC(C)(C)OC3
→ -1, -0.1, -1, 0.1
89) CCOC(=O)N1CCC(NC(=O)Cn2ncc3ccccc32)CC1
→ -1, -1.0, -9, 0.2
90) Cc1ccc(NC(=O)CN(c2cccc(F)c2)S(C)(=O)=O)cc1Cl
→ -10, -0.1, 4, -0.1
91) NC(=O)c1sc2nc3c(cc2c1N)CCCC3
→ 4, -5.8, 20, 0.7

From entry 90 to 91, as listed above:
Below each compound – MITF inh, GPR151 ag, TEAD-YAP inh, FBW7 act
90) Cc1ccc(NC(=O)CN(c2cccc(F)c2)S(C)(=O)=O)cc1Cl
→ -10, -0.1, 4, -0.1
91) NC(=O)c1sc2nc3c(cc2c1N)CCCC3
→ 4, -5.8, 20, 0.7

Grouped by structure: the entries above with a CF3 group (2)
Below each compound – MITF inh, GPR151 ag, TEAD-YAP inh, FBW7 act
5) Cc1cccc(C)c1Nc1nc(OCC(F)(F)F)nc(OCC(F)(F)F)n1
→ 0, 0.9, -3, 0.1
66) COc1ccc(-c2csc(=Nc3cccc(C(F)(F)F)c3)n2Cc2ccc3c(c2)OCO3)cc1F
→ 3, 0.8, 16, -0.1
